Fh CTSL1 inh – Fasciola hepatica cathepsin L1 inhibitors, primary screen, counter-screen for PFM18AAP inhibitor project, biochemical, QFRET, fluorogenic peptide substrate. recombinant F. hepatica cathepsin L1, Z-Leu-Arg-MCA fluorescence. inhibition, % at 5.96 µM. hit rate 0.49% among 300,000. AID 1906, 2009;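 active = inhibition above the mean of all tested compounds plus 3 SD, set per screening campaign, cut at about 17% in these data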;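 also: 0% = plate median of test compound wells and 100% = 1 µM Z-Phe-Ala-diazomethylketone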
HCV core dimer – inhibitors of HCV core protein dimerization, primary screen, biochemical, TR-FRET, high-throughput; inhibition, % at 5 µM; hit rate 0.33% among 300,000; TR-FRET GST/Flag-core106 dimerization, 1536-well;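 active = inhibition above the mean of all tested compounds plus 3 SD, set per screening campaign, cut at about 45% in these data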
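Assay system: Tagged HCV core106 pair (GST and Flag) | Buffer or medium: KF-containing HEPES buffer, pH 7.45, DTT, CHAPS, BSA | Also added: Eu donor and XL665 acceptor anti-tag antibodies | Dosing: One concentration, 5 µM, in 0.5% DMSO | Timing: 4 h at 22.5 °C | Technique: TR-FRET 671 and 617 nm emission | Repeats: Singlicate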
GASC-1 inh – inhibitors of GASC-1 histone demethylase, primary screen, biochemical, fluorescence, DELFIA europium; GST-JMJD2C(1-420) H3K9me3 demethylation; inhibition, % at 2.35 µM; hit rate 0.069% among 330,000;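 active = more than half of a compound's replicate wells show inhibition beyond 50%, single wells judged on their own value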;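 also: signal counts dimethyl H3K9 product captured on neutravidin plate; 0% = median of DMSO wells and 100% = 0.3 times that DMSO median; strong numbers were not always called active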
Target sequence (Q9H3R0 1-420 limits assumed): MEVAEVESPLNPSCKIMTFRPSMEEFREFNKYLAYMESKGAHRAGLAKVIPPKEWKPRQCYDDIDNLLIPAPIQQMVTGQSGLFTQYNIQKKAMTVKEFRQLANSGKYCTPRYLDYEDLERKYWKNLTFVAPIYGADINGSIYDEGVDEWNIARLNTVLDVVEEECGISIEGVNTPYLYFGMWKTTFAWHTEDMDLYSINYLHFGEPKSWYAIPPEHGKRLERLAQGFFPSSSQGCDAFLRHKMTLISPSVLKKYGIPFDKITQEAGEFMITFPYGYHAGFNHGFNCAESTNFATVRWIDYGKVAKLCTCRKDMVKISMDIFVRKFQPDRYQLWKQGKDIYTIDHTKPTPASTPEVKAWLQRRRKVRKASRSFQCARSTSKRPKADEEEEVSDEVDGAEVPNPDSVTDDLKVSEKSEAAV
TPT1 inh – Candida albicans TPT1 enzyme inhibitors, primary screen, biochemical, fluorescence polarization | tRNA 2'-phosphotransferase TPT1 (Candida albicans SC5314) | recombinant caTPT1, FP RNA substrate dephosphorylation | inhibition, % at 5 µM | hit rate 0.81% among 300,000 | AID 1962, 2009;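 active = inhibition above the mean of all tested compounds plus 3 SD, set per screening campaign, cut at about 24% in these data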;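 also: plate controls were DMSO alone for no effect and ferristatin control at 100 nM for full effect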
PP1 counter – PP1-alpha phosphatase inhibitors, primary screen, counter-screen for PP5 inhibitor project, biochemical, fluorescence, OMFP substrate, single point; hit rate 0.9% among 320,000; Serine/threonine-protein phosphatase PP1-alpha catalytic subunit (Homo sapiens), P62136; AID 2235, 2010; inhibition, % at 6.7 µM; purified PP1alpha;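 active = inhibition above the mean inhibition of all tested compounds plus 3 SD, computed separately for each screening campaign, cut at about 15% in these data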
Target sequence (P62136 whole entry, looked up): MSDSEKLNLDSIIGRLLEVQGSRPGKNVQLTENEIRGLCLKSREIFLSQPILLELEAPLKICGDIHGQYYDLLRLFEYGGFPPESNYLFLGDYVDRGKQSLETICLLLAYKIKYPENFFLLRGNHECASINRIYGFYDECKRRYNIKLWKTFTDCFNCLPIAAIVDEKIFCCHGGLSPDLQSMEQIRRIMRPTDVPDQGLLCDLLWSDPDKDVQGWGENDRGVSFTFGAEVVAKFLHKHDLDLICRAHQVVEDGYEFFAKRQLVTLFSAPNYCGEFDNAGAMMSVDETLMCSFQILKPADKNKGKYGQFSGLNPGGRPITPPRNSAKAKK
PP5 inh – PP5 phosphatase inhibitors, primary screen, biochemical, fluorescence | Serine/threonine-protein phosphatase 5 (Homo sapiens), P53041 | purified PP5c, OMFP substrate fluorescence | inhibition, % at 6.7 µM | hit rate 0.18% among 320,000;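 active = inhibition above the campaign's mean inhibition across all tested compounds plus 3 SD, cut at about 9.5% in these data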;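 also: 0% = DMSO only and 100% = 100 µM cantharidin control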
EBNA-1 inh – EBNA-1 DNA-binding inhibitors, primary screen, biochemical, fluorescence polarization; inhibition, % at 14.8 µM; hit rate 0.34% among 300,000; in the data active = inhibition above about 28%
ZTA counter – ZTA (EBV) inhibition in EBNA-1 counter-screen; P03206; ZTA-DNA binding, fluorescence polarization; inhibition, % at 11 µM; hit rate 0.15% among 320,000; in the data active = inhibition above about 33%
Target sequence (P03206 whole entry, looked up): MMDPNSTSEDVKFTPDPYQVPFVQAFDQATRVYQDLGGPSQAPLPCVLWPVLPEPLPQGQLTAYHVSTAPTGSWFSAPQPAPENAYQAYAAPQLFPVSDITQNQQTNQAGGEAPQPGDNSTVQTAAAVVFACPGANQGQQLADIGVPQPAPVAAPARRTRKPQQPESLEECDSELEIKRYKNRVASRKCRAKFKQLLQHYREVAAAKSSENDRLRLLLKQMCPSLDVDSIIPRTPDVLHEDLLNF
CR mimetic SO – reduction of superoxide in aged yeast, primary screen, HTS | superoxide response (% of plate mean), % at 10 µM | hit rate 0.18% among 330,000 | S. cerevisiae aged cells, superoxide DHE fluorescence; active compounds read low;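 active = superoxide response under a set limit, about three screen SD below normal, cut at about 65% in these data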;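 also: yeast aged for seven days with compound at 30 °C before DHE staining; 100% = average MFI of all compound-treated wells on the plate with controls excluded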
* hit, by the source's call; x = no result given; & = joins results of further samples. The order is random. About 3.1% of those tested had a hit in this group.

SMILES	Fh CTSL1 inh	HCV core dimer	GASC-1 inh	TPT1 inh	PP1 counter	PP5 inh	EBNA-1 inh	ZTA counter	CR mimetic SO
COc1ccc(/C(O)=C2/C(=O)C(=O)N(c3nc(C)c(C)s3)C2c2ccco2)cc1 (configuration not stated)	1.2	11.2	3.2	-2.4	3.8	2.7	-7.0	-2.2	106.8
COC(=O)c1ccc(COc2ccc3c4c(c(=O)oc3c2)CCC4)o1	2.4	5.4	0.4	-3.9	-3.2	-1.9	-2.2	-12.9	114.7
CCC(=O)N(Cc1ccc(C)cc1)Cc1cc2cc3c(cc2[nH]c1=O)OCO3	-3.8	-1.8	-58.2	2.9	-4.8	3.4	8.4	-2.7	106.7
O=[N+]([O-])c1ccc(N2CCN(c3ccc(Cl)nn3)CC2)cc1NC1CC1	1.0	5.9	6.9	-2.7	1.9	1.0	0.5	-3.8	105.2
CCN(CC)Cc1c(O)ccc2c(=O)c(-c3ccc(Cl)cc3)coc12	-1.9	2.9	-6.3	-1.4	-6.1	0.9	-0.6	-17.7	103.7
CCC/C(O)=C1\C(=O)CC(c2ccccc2)CC1=NC(C)C(=O)O (configuration not stated)	-1.2	-1.5	-0.4	3.7	0.6	-1.7	-4.0	-4.7	98.7
COc1ccc(C(=O)O/N=C(\C)c2cnccn2)cc1	-3.0	-0.1	57.0*	-3.0	-2.5	-3.4	-3.4	-1.2	82.6
CCOc1ccc(/C=N/NC(=O)c2nnn(-c3nonc3N)c2CN2CCC(C)CC2)cc1	-0.2	8.7	-0.2	2.8	3.4	1.2	-5.1	-3.6	124.9
O=C(CCSCc1ccc(Cl)cc1)NCc1cccs1	-2.1	0.8	-2.7	-1.4	-0.3	1.0	-0.2	15.1	95.0
CC(=O)c1ccc(NC(=O)Cn2c3ccccc3c3nc(=O)cc(C)n32)cc1	6.9	2.9	9.1	0.5	1.9	-0.1	-9.1	-8.3	93.2
COc1ccc(N(CC(=O)NCCSc2ccccn2)S(=O)(=O)c2ccc(C)cc2)cc1OC	1.2	-3.8	-4.3	-0.3	-2.3	4.0	-3.2	-7.0	104.1
COc1ccc(CCN(C)C(=O)c2ccc(S(=O)(=O)Nc3ccccc3C)cc2)cc1OC	-1.6	-13.8	-3.7	3.4	-6.1	0.3	-5.4	-0.1	93.8
Cc1ccccc1-c1cc(C(=O)NCc2cccs2)nn1CC1CC(c2cccc([N+](=O)[O-])c2)=NO1 (configuration not stated)	-3.0	26.2	-0.2	3.9	11.9	2.1	5.8	-0.7	89.9
COc1ccc(C2CC(c3cccs3)=NN2S(=O)(=O)c2ccc(C)cc2)cc1 (configuration not stated)	-1.9	29.9	45.7	2.5	6.0	1.7	6.7	0.4	84.8
O=C(NC1CCCC1)C(=O)N(Cc1cccnc1)C(C(=O)NCC1CCCO1)c1ccco1 (configuration not stated)	-1.2	-4.2	-2.1	-0.6	-2.9	1.7	-10.7	-11.8	99.7
O=S(=O)(c1ccccc1)C1(S(=O)(=O)c2ccccc2)CCCC1	-1.2	-0.5	-14.8	5.0	3.1	3.8	0.2	6.3	112.7
COc1ccc(C2=NN(C(=O)CSc3nc4ncc(Cl)cc4[nH]3)C(c3ccco3)C2)cc1 (configuration not stated)	-1.5	10.0	-12.6	8.8	-1.3	-2.9	-1.0	11.7	106.4
COc1ccccc1Oc1ccccc1C(=O)O	-1.3	1.6	-19.9	0.6	-2.5	2.5	-17.1	-16.5	101.1
O=C(NCCF)C1Nc2ccc(OC(F)(F)F)cc2C2C=CCC12 (configuration not stated)	-1.1	12.4	-2.3	-2.0	0.1	1.8	7.5	-0.2	99.9
O=C(Nc1nc2ccsc2c(=O)s1)c1ccco1	-1.1	-2.0	-5.8	0.8	-2.0	1.6	-7.7	13.6	96.6
O=C(NCc1ccco1)c1nc2c(nnn2Cc2cccc(Cl)c2)c(=O)[nH]1	2.3	4.7	-2.5	0.1	11.4	0.3	1.5	14.3	109.2
CCn1c(SCc2nc(-c3cccs3)no2)nnc1-c1c[nH]c2ccccc12	3.8	12.6	-11.0	-1.5	1.9	2.3	7.4	-6.8	97.8
COc1ccc(N2CCN(C(=O)COC(=O)Cc3cccc(OC)c3)CC2)cc1	-2.3	-1.7	94.6	-0.1	-4.6	2.7	0.3	10.2	92.3
COc1ccc(CCNC(=S)N2CCN(S(=O)(=O)c3cccc(F)c3)CC2)cc1	-0.5	-5.2	3.0	-0.6	-4.5	8.0	6.1	-8.6	110.0
O=C(CC(NC(=O)c1ccccc1)c1ccccc1)Nc1ccc(F)c(F)c1 (configuration not stated)	1.4	4.7	19.3	7.3	1.1	1.1	-12.0	-5.8	109.1
Cc1ccc(-c2ccccc2NC(=O)CS(=O)CC(=O)Nc2ccc(C)c(Cl)c2)o1 (configuration not stated)	3.8	0.5	-0.4	-33.6	6.3	4.7	2.5	-0.9	96.3
COc1ccc(C(=O)Nc2ccc(NC(=O)c3cc(OC)c(OC)c(OC)c3)cn2)cc1	-1.3	-1.9	-6.0	-1.2	0.6	1.8	-6.4	-3.0	96.8
COc1ccc(OC)c(/C=N/NC(=O)c2[nH]nc3c2CCc2ccccc2-3)c1	2.4	12.2	6.6	-1.2	4.2	2.3	15.3	-7.4	102.2
CCC(=O)c1ccc(OCC(O)CN2CCN(S(=O)(=O)N3CCCCC3)CC2)cc1 (configuration not stated)	1.5	5.3	-4.0&3.0	0.2	3.8	3.6	2.1	10.4	87.9
Cc1noc(C)c1CSc1ccccc1C(=O)N(C)CC(=O)Nc1cccc(F)c1	-1.7	-1.4	-5.0	-2.2	-6.1	0.9	3.9	3.1	86.8
CCOc1cc(CNc2ncnc3nc[nH]c23)ccc1OC	-2.7	-1.6	-2.9	-3.9	-6.4	-0.5	6.4	12.0	96.1
CC1(C)Cc2c(sc(NC(=O)C(=O)N3CCCC3)c2C(=O)O)CO1	1.4	-1.6	2.7	-2.6	-1.1	0.2	2.3	5.7	116.8
C/C(O)=C(\C#N)c1nc2ccccc2[nH]1	2.2	-8.5	-10.8	-1.2	2.0	-0.8	7.4	-19.0	95.1
CN(CC(=O)Nc1ccccc1-c1ccccc1)Cc1ccccc1Cl	1.7	7.8	-3.8	-1.3	-3.4	2.5	0.6	-3.2	103.8
CC(C)(C)N1CC2([N+](=O)[O-])CN(C(C)(C)C)CC([N+](=O)[O-])(C1)C2	-1.7	-1.9	3.7	-6.3	0.0	-0.7	2.3	8.0	99.1
CN(C)CCOCCP(=O)(c1ccccc1)c1ccccc1	3.2	-3.9	-38.4	-0.4	-3.2	-2.8	1.5	2.0	91.7
O=C(NNC(=S)Nc1ccc(Cl)cc1Cl)c1ccncc1	-1.7	-1.2	0.4	2.0	2.3	3.0	10.8	20.7	97.9
COc1ccc(CCNC(=O)CSc2nc(C)nc3sccc23)cc1OC	-0.6	-0.8	-8.1	0.5	1.4	-0.7	4.4	-2.2	93.9
Cc1c(CN2CCC(C(=O)Nc3ccc(Oc4ccccc4)nc3)CC2)cnn1C	-0.3	4.3	2.0	-1.0	0.0	0.8	22.1	0.4	108.7
COC(=O)C1CN(C(=O)COc2ccc(Cl)cc2C)c2ccccc2O1 (configuration not stated)	-3.7	-3.9	-0.7	-3.6	4.4	3.8	-7.2	-10.8	106.0
COc1ccc(/C=C/C(=O)NC(=S)Nc2ccccc2)cc1OC	-6.9	1.6	-16.3	-0.2	-5.8	0.1	-5.7	6.5	114.7
Cc1c(-c2ccccc2)oc2c(C(=O)OCC(=O)Nc3ccc(F)cc3)cccc2c1=O	0.3	13.2	1.6	-1.6	-1.6	-0.4	10.4	7.9	111.1
COc1ccc(C2CC23N=C(c2ccccc2)OC3=O)cc1 (configuration not stated)	5.1	-3.3	-2.7	2.1	-1.6	2.9	-0.8	5.1	93.5
CCn1c(/C=C/c2ccc([N+](=O)[O-])o2)nc2ccccc2c1=O	7.1	4.3	13.7	25.2*	1.8	0.5	-2.8	-7.8	98.8
O=C(COC(=O)CSCC(=O)N1CCCCC1)Nc1ccc(Cl)cc1	-75.7	0.7	5.4	-2.5	0.3	1.6	-5.6	-8.5	99.1
CCC(C)NC(=O)CSc1nc2ccccc2c(=O)n1CCCC(=O)NCC1CCCO1 (configuration not stated)	-4.2	-0.9	0.7	-2.8	1.2	-0.8	8.3	-11.8	89.3
CNc1ccc(/C=C2\COc3ccccc3C2=O)cc1[N+](=O)[O-]	-0.2	-5.3	-6.8	-9.8	-0.2	2.4	-11.6	-15.3	97.7
CCOc1ccc(S(=O)(=O)Nc2ccc(C(=O)NCC(c3ccccc3)N(C)C)cc2)cc1 (configuration not stated)	1.5	3.0	-5.1	1.1	-1.8	1.6	3.4	1.6	97.9
CCCNC(=O)C(Cc1ccc(I)cc1)NC(=O)C1CC1 (configuration not stated)	x	x	-0.3	x	1.3	-1.5	x	11.1	127.0
CCOC(=O)C1CCCCN1C(=O)CCc1c(C)nc2cc(-c3ccccc3)nn2c1C (configuration not stated)	-0.4	3.0	1.9	0.0	0.5	3.3	-13.0	0.9	96.4
O=C(Nc1nc(=O)c2ccccc2s1)c1ccccc1	-1.3	-0.8	-14.5	0.3	-11.4	0.1	-6.3	-0.3	99.9
O=C(Nc1ccc(S(=O)(=O)N2CCCCC2)cc1)c1ccncc1	-2.6	-2.9	-3.0	-0.3	2.9	0.3	9.0	-0.1	96.2
CC[C@@H]1CC=C[C@H]2[C@H]1C(=O)N(Cc1ccccc1)[C@H]2c1ccc(OC)c(Cl)c1	2.6	5.6	2.9	2.2	-2.5	-0.5	2.1	3.9	87.5
COC(=O)c1sc(NC(=O)CSc2nnc(C(C)C)n2C)nc1C	-3.8	-1.5	-12.1	-1.3	-0.5	0.3	-3.9	-25.7	89.1
CCOC(=O)N1CCC(NC(=O)CNS(=O)(=O)c2ccc(Br)s2)CC1	-0.9	-1.9	1.0	-1.3	-0.9	2.0	-8.1	12.7	102.1
COc1cc(/C=C/C(=O)Nc2nnc(CC(C)(C)C)s2)cc(OC)c1OC	7.2	-9.2	2.7	-7.2	-0.6	2.7	-6.3	-21.7	93.8
Cc1ccc(-c2cc(C(=O)OCC(=O)NC3CC3)c3ccccc3n2)cc1	x	x	x	x	0.9	0.7	x	15.4	135.4

Screening results as filed in PubChem BioAssay.
